# OXTR agonist: agonists of human oxytocin receptor; 0.32% of 320,000 active; activation, % at 3 µM; P30559; CHO-OTR cells, Fluo-8 calcium fluorescence; normalized: DMSO 0%, oxytocin 100%;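 active = activation above the mean of all tested compounds plus 3 SD, cutoff set per screening run, cut at about 20% in these data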;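 note: peak over basal fluorescence ratio from a 100 s FLIPR kinetic read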
# Target sequence (P30559 whole entry, looked up): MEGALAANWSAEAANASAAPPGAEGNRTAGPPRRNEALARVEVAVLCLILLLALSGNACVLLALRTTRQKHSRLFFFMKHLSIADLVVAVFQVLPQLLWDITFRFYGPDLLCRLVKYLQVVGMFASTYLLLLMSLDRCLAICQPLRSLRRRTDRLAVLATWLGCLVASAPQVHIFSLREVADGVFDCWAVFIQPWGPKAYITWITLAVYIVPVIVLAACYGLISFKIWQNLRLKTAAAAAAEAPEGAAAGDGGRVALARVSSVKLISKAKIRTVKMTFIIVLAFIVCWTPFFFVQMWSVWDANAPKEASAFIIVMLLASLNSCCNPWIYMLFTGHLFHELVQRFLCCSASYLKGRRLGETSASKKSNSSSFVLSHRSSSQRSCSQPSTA
# V1aR counter: counter-screen for oxytocin receptor agonists: human V1a receptor agonists; P37288; 0.25% of 320,000 active; AID 2797; CHO-V1R cells, Fluo-8 calcium fluorescence, agonist mode; 0% DMSO, 100% 3 nM vasopressin; activation, % at 3 µM;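 active = activation above the mean activation of all tested compounds plus 3 SD, per screening run, cut at about 20% in these data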;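 note: signal is peak over basal fluorescence ratio across a 100 second FLIPR read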
# Target sequence (P37288 whole entry, looked up): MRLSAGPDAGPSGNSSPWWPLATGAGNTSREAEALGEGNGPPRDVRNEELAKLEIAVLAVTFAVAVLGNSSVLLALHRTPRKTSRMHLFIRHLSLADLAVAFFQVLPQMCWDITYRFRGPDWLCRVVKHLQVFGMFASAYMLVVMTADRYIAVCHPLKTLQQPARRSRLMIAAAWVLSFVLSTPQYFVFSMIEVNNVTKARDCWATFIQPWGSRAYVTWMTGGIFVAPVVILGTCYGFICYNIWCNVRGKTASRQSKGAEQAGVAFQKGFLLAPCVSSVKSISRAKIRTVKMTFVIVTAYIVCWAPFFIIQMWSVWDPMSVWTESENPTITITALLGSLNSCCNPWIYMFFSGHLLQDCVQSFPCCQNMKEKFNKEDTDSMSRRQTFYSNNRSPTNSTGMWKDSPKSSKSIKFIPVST
# GalR3 antag: human GalR3 antagonism; O60755; HEK293 GalR3-CNG cAMP membrane potential fluorescence; galR3 body fused to GalR1 C-terminus; inhibition, % at 3 µM; 0.44% of 360,000 active;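 active = inhibition above the screen-wide average plus 3 SD, cut at about 13% in these data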;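 note: forskolin and galanin both at EC90 stimulate the cells; cAMP rise reported by CNG channel membrane potential dye signal; 0% = forskolin plus galanin with DMSO and 100% = forskolin alone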
# Target sequence (O60755 1-299 limits assumed): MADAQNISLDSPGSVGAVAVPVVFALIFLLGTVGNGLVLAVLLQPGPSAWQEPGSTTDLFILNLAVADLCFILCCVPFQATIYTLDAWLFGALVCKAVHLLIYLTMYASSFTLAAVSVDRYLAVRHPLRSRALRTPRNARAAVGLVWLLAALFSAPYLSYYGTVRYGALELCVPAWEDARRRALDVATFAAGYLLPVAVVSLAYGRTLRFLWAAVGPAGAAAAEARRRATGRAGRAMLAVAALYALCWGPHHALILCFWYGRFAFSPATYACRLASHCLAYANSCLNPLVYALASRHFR
# * = called active by the depositor. The list is partial; the hit share may differ from the screen's.
SMILES,OXTR agonist,V1aR counter,GalR3 antag
Fc1ccc(CN2CC[C@H]3C=CCc4cccc(c43)C2)cc1,-1.8,-1.1,-2.9
COc1ccc(C(=O)OCC(=O)NC2CCCCCCC2)cc1OC,-0.1,0.6,-3.1
COc1ccc2ccc(C(C)(C(C)=O)C(=O)OC(C)C)cc2c1 (centres undefined),-1.0,-0.9,-2.8
Cc1ccc(CNC(=O)COc2ccc(S(=O)(=O)N3CCOCC3)cc2)cc1,-0.9,-1.1,-2.3
CC1(C)C[C@H](O)[C@]2(CO)[C@H](O)C[C@]3(C)C(=CCC4[C@@]5(C)CC[C@H](O)C(C)(C)C5CC[C@]43C)[C@@H]2C1 (some centres undefined),1.4,0.6,-7.2
CC1=C(n2ccnc2)CCC1=O,0.8,0.9,-1.5
C#CCOCCOCCOCCNc1nc(N2CCOCC2)nc(N2CCN(C(=O)[C@H](CCC(=O)O)n3cc([C@@H](N)CCCCN)nn3)CC2)n1,2.4,0.9,-3.5
O=C(CSc1ncnc2c1cnn2-c1ccccc1)NCC1CCCO1 (centres undefined),3.4,7.0,-2.4
Nc1c(N(Cc2ccccc2)C(=O)CCc2ccccc2)c(=O)[nH]c(=O)n1Cc1ccccc1,-0.4,0.2,-6.1
CC1(c2ccc(Cl)cc2Cl)NC(=O)N(CC(=O)Nc2cccnc2Cl)C1=O (centres undefined),3.4,3.3,1.1
COc1cccc(NC(=O)CN(C)C(=O)[C@@H]2CCCN2C(=O)c2cccs2)c1,1.0,0.2,-4.1
NC(=O)c1cc([N+](=O)[O-])ccc1NCc1cnccn1,0.6,1.5,-0.7

# A few values from the entries so far.
# In GalR3 antag, `Fc1ccc(CN2CC[C@H]3C=CCc4cccc(c43)C2)cc1` shows -2.9
# In V1aR counter, `COc1ccc(C(=O)OCC(=O)NC2CCCCCCC2)cc1OC` shows 0.6
# In GalR3 antag, `COc1cccc(NC(=O)CN(C)C(=O)[C@@H]2CCCN2C(=O)c2cccs2)c1` shows -4.1
# In OXTR agonist, `COc1ccc2ccc(C(C)(C(C)=O)C(=O)OC(C)C)cc2c1` (centres undefined) shows -1.0
# In OXTR agonist, `CC1(c2ccc(Cl)cc2Cl)NC(=O)N(CC(=O)Nc2cccnc2Cl)C1=O` (centres undefined) shows 3.4

# The list continues:
SMILES,OXTR agonist,V1aR counter,GalR3 antag
C#CCOCCOCCOCCNc1nc(N2CCN(C(=O)[C@H](CCCCN)n3cc([C@@H](N)[C@H](C)CC)nn3)CC2)nc(N2CCN(C(=O)[C@H](CCC(=O)O)n3cc([C@@H](N)CCCCN)nn3)CC2)n1,1.0,1.8,-0.7
O=C(COC(=O)C1CCN(S(=O)(=O)c2ccc3c(c2)OCCO3)CC1)NC1CCS(=O)(=O)C1 (centres undefined),-0.3,0.0,-1.4
CCN(CC)S(=O)(=O)c1ccc(N2CC(C(=O)NCc3ccc4c(c3)OCO4)CC2=O)cc1 (centres undefined),1.7,3.4,-5.7
CC(C)(C)c1ccc(C(=O)N2CCN(C(=O)c3cccs3)CC2)cc1,-0.8,0.1,-6.6
O=C(COC(=O)c1ccc(O)cc1O)NC12CC3CC(CC(C3)C1)C2,11.8,9.4,3.5
COc1ccc(C(=O)N(C)Cc2nc3ccccc3c(=O)[nH]2)cc1S(=O)(=O)N1CCCC1,0.1,-0.3,-4.3
COCCn1c(SCC(=O)N(C)c2c(N)n(Cc3ccccc3)c(=O)[nH]c2=O)nnc1-c1cccc(C)c1,-0.4,-1.7,2.8
O=C(NNC(=O)c1ccccc1Br)c1cnccn1,2.1,0.9,-2.9
O=C(Nc1ccc(S(=O)(=O)N2CCCCC2)cc1)c1ccc(=O)[nH]c1,1.6,0.5,-4.6
CCN1C(=O)[C@H]2[C@@H](c3ccc(-c4cccc(Cl)c4)c(OC)c3)N[C@@](Cc3ccccc3)(C(=O)OC)[C@H]2C1=O,-1.2,2.7,-2.4
Cc1ccc(S(=O)(=O)NC(=O)C2CCCCC2)cc1,0.1,0.5,-1.7
CCC(=O)c1ccc(OCC(=O)Nc2cc(S(=O)(=O)N3CCCCC3)ccc2N2CCN(CC)CC2)cc1,-0.4,-0.5,-5.1
OCCNc1nc(Nc2ccccc2OC(F)(F)F)nc(N2CCCC2)n1,-0.9,-0.6,-4.4
O=C(CCNC(=O)c1ccco1)NCc1ccc(C(=O)O)cc1,1.6,0.5,0.2
Cc1c(C(=O)NCCCN2CCCC2=O)oc2c(Cl)cccc12,-0.8,-0.5,-4.7
CC(C(=O)Nc1ccc(Cl)cc1Cl)N1C(=O)NC2(CCCCCCC2)C1=O (centres undefined),-2.8,1.1,-2.1
Cc1ccc(NC(=O)COC(=O)c2ccc3c(c2)OCCO3)cc1,1.2,1.2,-5.4
O=S(=O)(c1ccc(F)cc1)N1CCN(Cc2nnc(-c3ccccc3)o2)CC1,3.4,2.2,-6.8
Cn1ccnc1-c1nnn(-c2ccc(Cl)c(Cl)c2)n1,2.0,0.6,-0.9
Cc1ccc(S(=O)(=O)N2CCN(C(=O)COC(=O)c3cncc(Br)c3)CC2)c(C)c1,1.6,3.3,-4.9
COc1ccccc1CCC(=O)Nc1cc(S(=O)(=O)N2CCCCC2)ccc1N1CCN(C)CC1,4.3,1.5,-0.4
O=C(Nc1cc(S(=O)(=O)N2CCCCCC2)ccc1OCC(F)(F)F)c1cnccn1,-1.5,0.0,-5.0
Cc1ccc(S(=O)(=O)CCC(=O)OCc2cc(=O)oc3cc(C)ccc23)cc1,4.9,4.9,-3.6
C=CCn1c(SCC(=O)N2CC(C)OC(C)C2)nnc1-c1ccncc1 (centres undefined),2.0,0.5,-2.9
COc1ccc(COC[C@H](C)[C@H](O)[C@@H](C)[C@H]2OC(=O)[C@@H]2C)cc1,1.7,0.0,-1.9
CN(C)CCNC(=O)c1onc(CSc2ccncc2)c1C(=O)NCCN(C)C,0.7,0.9,-2.3
CCc1ccc(-c2nc(SCC(=O)c3c(N)n(C4CC4)c(=O)[nH]c3=O)n[nH]2)cc1,-1.3,0.6,-0.4
O=C1NCCOC(=O)[C@H](Cc2ccc(F)cc2)CC/C=C/C[C@@H]1CC(=O)N(CCO)Cc1ccccc1,2.0,2.1,1.5
Cc1cc(C)c2c(N)c(C(=O)Nc3ccccc3Cl)sc2n1,-1.4,-0.2,-4.3
O=C(Cc1cccc(C(F)(F)F)c1)Nc1ccc(S(=O)(=O)N2CCCC2)cc1,1.2,3.0,-3.0
CCOC(=O)N1CCN(C(=O)COC(=O)CNC(=O)c2ccc(Cl)cc2Cl)CC1,-0.4,-0.6,2.4
CN(C(=O)CSc1nnc(COc2ccccc2F)n1N)C1CCS(=O)(=O)C1 (centres undefined),-0.3,0.4,-3.1
COc1cccc(CN(C)C(=O)C2CSC3(C)CCC(=O)N23)c1OC (centres undefined),1.4,0.8,-2.5
Nc1nccnc1C(=O)OCC(=O)NCCc1ccc(S(N)(=O)=O)cc1,0.3,0.5,5.0
O=C(NCC1CCCO1)c1ccccc1NS(=O)(=O)c1cc([N+](=O)[O-])ccc1Cl (centres undefined),4.3,5.3,-3.4
COc1ccc(OCc2nnc(SCC(=O)NCC3CCCO3)n2N)cc1 (centres undefined),2.1,1.4,-5.0

# Arranged by heavy-atom count (highest first): three of the compounds above.
SMILES,OXTR agonist,V1aR counter,GalR3 antag
CCc1ccc(-c2nc(SCC(=O)c3c(N)n(C4CC4)c(=O)[nH]c3=O)n[nH]2)cc1,-1.3,0.6,-0.4
O=C(Cc1cccc(C(F)(F)F)c1)Nc1ccc(S(=O)(=O)N2CCCC2)cc1,1.2,3.0,-3.0
Nc1nccnc1C(=O)OCC(=O)NCCc1ccc(S(N)(=O)=O)cc1,0.3,0.5,5.0

# Next compounds follow.
SMILES,OXTR agonist,V1aR counter,GalR3 antag
O=C(NN=Cc1ccccc1OC(F)F)c1ccc(NS(=O)(=O)c2cccs2)cc1,-1.0,1.3,-0.4
COc1ccc(NC(=O)Nc2ccc3c(c2)C(=O)N([C@@H](C)CO)C[C@@H](C)[C@@H](CN(C)CC2CCCCC2)O3)cc1,0.4,0.7,-2.4
CC(=O)c1cccc(NC(=O)CN2CCN(S(=O)(=O)/C=C/c3ccccc3)CC2)c1,0.1,2.3,-4.2
COc1cc(-c2c(-c3ccsc3)sc3ccccc23)cc(OC)c1OC,-1.3,-0.4,-3.5
O=C(NCc1cccs1)c1cc(-c2ccccc2)nn1CC1CC(c2cccnc2)=NO1 (centres undefined),2.0,0.1,-1.3
NC1C=CC=C(C(=O)O)C1 (centres undefined),0.1,0.8,-0.8
O=C(CCNC(=O)c1ccccc1)NCCCc1ccccc1,-0.7,-0.9,-0.7
CC(=O)c1c(C)[nH]c(C(=O)OCC(=O)N2CCN(S(=O)(=O)c3ccc(C)cc3)CC2)c1C,1.7,4.3,3.5
COc1cc(-c2nnc(NC(=O)CS(=O)(=O)c3ccc(F)cc3)o2)cc(OC)c1OC,0.6,0.0,-1.8
CC(OC(=O)c1ccc(NC(=O)CC#N)cc1)C(=O)Nc1ccc2c(c1)OCCO2 (centres undefined),0.3,1.2,8.5
Cc1ccc2nc(Cl)c(/C=N/NC(=O)CN3CCOCC3)cc2c1,1.1,-0.3,-5.2
COc1ccc(N2CCN(C(=O)c3ccc(S(=O)(=O)NCc4ccco4)cc3)CC2)cc1,3.2,3.4,-2.8
CCN(C(=S)NC(=O)Cc1ccc(OC)cc1)c1ccccc1,-1.9,-1.5,-5.5
O=C(COC(=O)C1(c2ccc(F)cc2)CCCC1)N1CCNC1=O,-0.4,0.4,-0.4
COc1cc2c(CCNC(C)=O)c[nH]c2cc1Cl,1.1,1.4,-1.4
CCCCCCCNC(=O)C1(CC2CC(c3cccc(Br)c3)=NO2)CCN(C(=O)c2cc(OCC)c(OCC)c(OCC)c2)CC1 (centres undefined),0.0,1.9,-2.2
CCSc1ccc([C@@H]2[C@@H]3C(=O)N(C)C(=O)[C@@H]3[C@]3(C(=O)OC)CCCCN23)cc1OC,-1.1,-0.8,-1.0
CCCCN(C(=O)c1ccc([N+](=O)[O-])o1)c1c(N)n(CCCC)c(=O)[nH]c1=O,1.4,0.3,-6.3
COc1ccc(S(=O)(=O)N2CCOCC2)cc1NC(=O)CCCOc1ccccc1,-1.0,-0.2,0.2
CCCc1cc(=O)[nH]c(SCC(=O)NCCN2C(=O)CSC2=O)n1,1.1,1.1,-1.2
O=C(CCN1C(=O)c2cccc([N+](=O)[O-])c2C1=O)NC1CCCCCC1,-1.5,0.3,1.5
COc1ccc(NC(=O)CN(C)CC(=O)c2c(C)[nH]c3ccccc23)cc1,5.7,6.7,-4.7
O=C(NCCC1CCCCN1S(=O)(=O)c1cccs1)C(=O)Nc1ccc(F)cc1 (centres undefined),-2.6,0.5,-5.7
COc1cc([C@@H]2CC=C(C(=O)O)[C@H](c3ccc(C)cc3)N2S(=O)(=O)c2ccc(C)cc2)cc(OC)c1OC,2.3,1.5,-6.1
COc1ccc(C(=O)C(C)OC(=O)CNC(=O)C2CCCCC2)cc1 (centres undefined),0.7,0.7,1.3
Cc1ccc(C(=O)Nc2ccc(S(=O)(=O)NC3=NCCCCC3)cc2)c(C)c1,0.7,1.0,2.2
COc1cccc(OC)c1C(=O)NCCc1ccccc1,-1.2,2.9,1.6
Cc1[nH]c(=O)c(C#N)c(C)c1CSc1ncccn1,-0.1,0.8,10.0
CCN1CCN(c2ccc(S(=O)(=O)N3CCOCC3)cc2NC(=O)/C=C/c2ccc(OC)c(OC)c2)CC1,1.3,0.0,-4.4
Cc1noc(C)c1C(=O)OC(C)C(=O)Nc1ccc(C(N)=O)cc1 (centres undefined),-0.6,-0.1,-4.6
O=C(NCCN1CCOCC1)c1ccc(Cl)c(S(=O)(=O)NCc2ccccc2)c1,2.2,1.2,3.4
CCOC(=O)c1sc(NC(=O)CN2C(=O)C3CC=CCC3C2=O)nc1C (centres undefined),2.0,0.6,-3.9
O=C(COC(=O)CCNS(=O)(=O)c1ccccc1)NC(=O)Cc1ccccc1,1.5,0.8,-4.4
Cc1ccc(S(=O)(=O)N2CCOCC2)cc1NC(=O)CNCc1ccc(Cl)cc1Cl,8.4,9.6,-5.6
CCN(CC(=O)Nc1ccccc1OC)C(=O)CC1CCCC1,-1.0,0.0,-5.7
O=C(COC(=O)c1nc(Cl)ccc1Cl)NNC(=O)c1cccs1,0.3,0.2,-3.0
CC(C)C[C@H](CO)N(Cc1ccccc1)S(=O)(=O)N(Cc1ccccc1)[C@@H](CO)CC(C)C,1.6,1.9,-9.1
Oc1cccc(Nc2ccccc2)c1,1.0,1.1,-0.5
O=C(c1cc(Cl)ccc1O)N1CCN(S(=O)(=O)c2cccs2)CC1,1.7,-0.7,-6.1
CC1CCN(C(=O)c2ccc(N3CCOCC3)c([N+](=O)[O-])c2)CC1,0.8,0.9,2.7
NC(N)=NCCCC(NC(=O)c1ccccc1)C(=O)Nc1ccc2ccccc2c1 (centres undefined),0.1,1.8,-3.2
CCCCn1c(N)c(N(CCOC)C(=O)CCCc2nc3ccccc3s2)c(=O)[nH]c1=O,0.8,-0.1,-3.1
O=C(Nc1cc2c3c(c1)CC(=O)N3CCC2)c1c(F)cccc1F,0.1,0.3,-1.6
COc1ccc(/C=C/C(=O)OCC(=O)Nc2cccc(S(=O)(=O)NC3=NCCCCC3)c2)cc1,4.0,2.2,-4.8
Cc1ccc(OCCOc2ccc(S(=O)(=O)N3CCCC3)cc2C(N)=O)cc1,0.0,1.1,-5.5
COCc1nnc(NC(=O)C2CC(=O)N(c3ccc(C)c(Cl)c3)C2)s1 (centres undefined),0.1,0.3,-3.3
N#Cc1ccsc1NC(=O)C1=COCCO1,-0.6,0.2,-2.3
O=C(OCC(=O)N1CCCCCC1)c1ccc(Cl)nc1,1.4,0.2,-3.5
CC(C)(C)c1ccc(C(=O)NCC(=O)OCC(=O)NC(=O)NC2CCCC2)cc1,0.5,2.6,-4.9
O=C(NCCc1ccccc1)c1ccccc1C(=O)NCCc1ccccc1,-1.0,-0.8,-1.4
